Assay outcomes (PubChem)
Hsp90 inh – displaces geldanamycin probe from tumor Hsp90; NCI-N417 lysate Hsp90, Cy3B-geldanamycin FP displacement; hit rate 0.35% among 64,000; inhibition, % at 30 µM;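 active = inhibition above 50%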;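 note: 0% = tracer plus lysate wells and 100% = tracer alone without lysate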
Numbers without * were called inactive; & = joins results of further samples. Only part of the results is shown, so the mix of outcomes need not match the whole.

SMILES	Hsp90 inh
C#CCN(C)CCCOc1ccc(Cl)cc1Cl	-2.9
FC(F)(F)c1ccccc1-n1ccnc1	2.6
CC(C)NC[C@H](O)COc1ccc(CC(N)=O)cc1	2.6
CN[C@H](CC(=O)O)C(=O)O	-0.1
O=C(c1ccc(OCCN2CCCCC2)cc1)c1c(-c2ccc(O)cc2)sc2cc(O)ccc12	0.4
O=c1[nH]c(=O)n([C@H]2C[C@H](O)[C@@H](CO)O2)cc1/C=C/Br	0.4
Cc1cc(NC(=O)Nc2ccc3c(ccn3C)c2)sn1	-2.5
CN(C)C(=O)C(CCN1CCC(O)(c2ccc(Cl)cc2)CC1)(c1ccccc1)c1ccccc1	1.0
CCCC(=O)NCCc1c2n(c3ccc(OC)cc13)CCCc1ccccc1-2	-1.8
CC(=O)N1CCN(c2ccc(OC[C@H]3CO[C@](Cn4ccnc4)(c4ccc(Cl)cc4Cl)O3)cc2)CC1	4.3
N[C@H](C(=O)O)[C@H]1C[C@@H]1C(=O)O	-2.6
CC1=C(/C=C/C(C)=C/C=C/C(C)=C/C(=O)Nc2ccc(O)cc2)C(C)(C)CCC1	7.8
CC(=O)NCCc1c[nH]c2ccc(O)cc12	17.9
CNCC[C@@H](Oc1ccc(C(F)(F)F)cc1)c1ccccc1	-0.5
C[N+](C)(C)CCCCCC[N+](C)(C)C	-3.8&-0.5
COc1cc(C(O)CO)ccc1O (stereo unspecified)	0.7
O=c1cc(O)cc(/C=C/c2ccc(O)c(O)c2)o1	83.1*
COc1[nH]c2ccc(F)cc2c1C(=O)OCC1CCN(CCNS(C)(=O)=O)CC1	-2.1
CSc1nc(N)c2ncn([C@@H]3O[C@H](COP(=O)(O)OP(=O)(O)OP(=O)(O)O)[C@H](O)C3O)c2n1 (stereo partly specified)	4.9
COc1ccccc1NC(=O)Nc1nc(-c2cccnc2)nc2ccccc12	0.4
CCCCCCCCCCCCCCCCCCNC(=O)OCC(COP(=O)([O-])OCC[n+]1ccsc1)OC (stereo unspecified)	1.5
CCN1C(=O)C=CC1=O	0.1
CCCN(CC1CC1)c1nc(C)nc(Nc2c(Cl)cc(Cl)cc2Cl)c1Cl	0.7
COc1cc(NC(C)CCCNC(C)C)c2ncccc2c1 (stereo unspecified)	95.6*
CN(C)C(N)=NCCC[C@H](N)C(=O)O	-4.3
Cc1ccccc1CNc1ncnc2c1ncn2C1OC(CO)C(O)C1O (stereo unspecified)	0.5
OCC1O[C@H](O)C(Cl)C(O)C1O (stereo partly specified)	-1.0
CN1CCC2(CCN3CCc4c(oc5ccccc45)C3C2)N(C)C1=O (stereo unspecified)	-3.4
NNc1nncc2ccccc12	-2.1
O=C1NC(c2cccc([N+](=O)[O-])c2)=CCN1c1ccccc1O	-1.0

Copied from the list.
`NNc1nncc2ccccc12` – Hsp90 inh: -2.1
`CCCN(CC1CC1)c1nc(C)nc(Nc2c(Cl)cc(Cl)cc2Cl)c1Cl` – Hsp90 inh: 0.7

The list continues:
SMILES	Hsp90 inh
COC(=O)[C@H]1[C@H]2C[C@@H]3c4[nH]c5cc(OC)ccc5c4CCN3C[C@H]2C[C@@H](OC(=O)c2cc(OC)c(OC)c(OC)c2)[C@@H]1OC	-3.0
CC(C)(Oc1ccc(C2CC2(Cl)Cl)cc1)C(=O)O (stereo unspecified)	1.5
NCCCCCCNS(=O)(=O)c1cccc2c(Cl)cccc12	-1.9
C[N+](C)(C)CCC(=O)c1cccc2ccccc12	-0.1
NC(N)=NC(=O)c1nc(Cl)c(N2CCCCCC2)nc1N	-5.8
C[C@H](O)C(=O)C1=Nc2c(nc(N)[nH]c2=O)NC1	0.4
CCC(=O)N1CCN(C(=O)c2ccccc2)CC1	-3.2
Nc1nc2c(ncn2COC(CO)CO)c(=O)[nH]1	-2.1
O=c1[nH]c2cc(Cl)ccc2c(O)c1-c1ccc(Oc2ccccc2)cc1	-2.3
O=C(O)/C=C/c1cnc[nH]1	-1.3
CNC(=O)OCc1cnc2ccc(OC)cc2c1COC(=O)NC	-2.3
NC(N)=N/N=C/c1c(Cl)cccc1Cl	2.3
CC(C(O)c1ccc(O)cc1)N1CCC(Cc2ccccc2)CC1 (stereo unspecified)	-0.1
NCCS	-0.1
CC(C)NC[C@H](O)COc1cccc2[nH]ccc12	0.4&-1.6
CCC(C)(C)NCCCCCNc1cc(OC)cc2cccnc12	-0.2
NCCc1ccc(O)c(O)c1	43.0
Cc1ccc(C(=O)Nc2ccc(S(=O)(=O)O)c3cc(S(=O)(=O)O)cc(S(=O)(=O)O)c23)cc1NC(=O)c1cccc(NC(=O)Nc2cccc(C(=O)Nc3cc(C(=O)Nc4ccc(S(=O)(=O)O)c5cc(S(=O)(=O)O)cc(S(=O)(=O)O)c45)ccc3C)c2)c1	-14.0
CCN1CCC[C@H]1CNC(=O)c1c(O)c(Cl)cc(Cl)c1OC	-1.3
CN(C)C(=O)/N=N/C(=O)N(C)C	5.6
CCCCOc1cc(CC2CNC(=O)N2)ccc1OC (stereo unspecified)	-0.2
CN1C2CCC1CC(OC(c1ccccc1)c1ccccc1)C2 (stereo unspecified)	-1.3
O=C(O)c1cc(=O)c2c(Cl)cc(Cl)cc2[nH]1	-0.5
CC(C)NC[C@@H](O)c1ccc(O)c(O)c1	33.3
COc1cc(NCCC(=O)O)c2ncccc2c1	0.5
COc1cc2c(cc1C(F)(F)F)N(C(=O)Nc1cc(F)cc(-c3cccnc3)c1)CC2	0.1
CNC1(C)C2CCC(C2)C1(C)C (stereo unspecified)	-0.1
O=S(=O)(c1cccc2c(I)cccc12)N1CCCNCC1	1.6
Cc1cn[nH]c1	1.6
C[C@H]1CC2C3CCC4=CC(=O)C=C[C@]4(C)[C@@]3(Cl)[C@@H](O)C[C@]2(C)[C@@]1(O)C(=O)CO (stereo partly specified)	-1.3
CN1CCCC1CCOC(C)(c1ccccc1)c1ccc(Cl)cc1 (stereo unspecified)	2.1
OC[C@H]1O[C@@H](n2cnc3c(NC4CCCC4)ncnc32)C(O)[C@H]1O (stereo partly specified)	2.6
Cc1nc(N=Nc2ccc(C(=O)O)cc2)c(COP(=O)(O)O)c(C=O)c1O	4.3
COc1cc(NC(C)=O)c2ncccc2c1	2.3
COc1cc(NC(C)CCCNC(C)C)c2ncccc2c1OC (stereo unspecified)	36.0
N=C(N)c1ccccc1	-3.0
OC[C@H]1O[C@@H](n2cnc3c(NCCc4ccccc4)ncnc32)C(O)[C@H]1O (stereo partly specified)	-0.1
COc1cc(NCCCN)c2ncccc2c1	-6.7
CN(C)CC[C@@H](c1ccc(Cl)cc1)c1ccccn1	-1.9
C1CCc2nnnn2CC1	1.0
O=c1onc2cnc3ccccc3n12	21.6
COC(=O)c1c(-c2cc(OC)c(OC)c(OC)c2)c2ccnc(OCc3ncccn3)c2c(=O)n1Cc1ccnc(C)c1	3.2
COc1ccccc1N1CCN(CCN2C(=O)CC3(CCCC3)CC2=O)CC1	-0.8
CCCCc1ccc(S(=O)(=O)Nc2cc(OC)cc3cccnc23)cc1	-4.8
C[C@@H](NCCc1ccc(O)cc1)[C@@H](O)c1ccc(O)cc1	1.0
COc1cc(NCCCCN)c2ncccc2c1	26.5
Cc1nc2n(c(=O)c1CCN1CCC(c3noc4cc(F)ccc34)CC1)CCCC2	3.2
CCCn1c(=O)c2[nH]c(-c3ccc(OCC(=O)NCCN)cc3)nc2n(CCC)c1=O	-4.6
COc1ccccc1N1CCN(CCN(C(=O)C2CCCCC2)c2ccccn2)CC1	2.1
CN1CCC[C@H]1c1cccnc1	3.8

(listing goes on)
SMILES	Hsp90 inh
CC(C)C[C@H](N)CSSC[C@@H](N)CC(C)C	1.0
CCN1CCc2nc(N)oc2CC1	2.1
N=c1ccn2c(n1)OC1[C@@H](O)[C@@H](CO)O[C@H]12 (stereo partly specified)	-3.6
Nc1nc2[nH]c(=O)cnc2c(=O)[nH]1	2.7
COc1cc(N)c2nccc(Cl)c2c1	12.9
CCCCCCCCCCCCCCCC(=O)NCC(COP(=O)([O-])OCC[N+](C)(C)C)OCC (stereo unspecified)	1.2
O=C(O)CCC(=O)N1CCCC1C(=O)O (stereo unspecified)	2.1
CCCCCCCCCC[Si](C)(C)CCC(=O)NC(Cc1ccc(C)cc1)c1ccccc1 (stereo unspecified)	-3.0
O=C(Nc1cccc(C(=O)Nc2ccc(S(=O)(=O)O)c3cc(S(=O)(=O)O)cc(S(=O)(=O)O)c23)c1)Nc1cccc(C(=O)Nc2ccc(S(=O)(=O)O)c3cc(S(=O)(=O)O)cc(S(=O)(=O)O)c23)c1	-2.3
CCN(CC)C(=S)SSC(=S)N(CC)CC	27.6

22 neighbouring records already listed, quoted:
SMILES	Hsp90 inh
N=C(N)c1ccccc1	-3.0
OC[C@H]1O[C@@H](n2cnc3c(NCCc4ccccc4)ncnc32)C(O)[C@H]1O (stereo partly specified)	-0.1
COc1cc(NCCCN)c2ncccc2c1	-6.7
CN(C)CC[C@@H](c1ccc(Cl)cc1)c1ccccn1	-1.9
C1CCc2nnnn2CC1	1.0
O=c1onc2cnc3ccccc3n12	21.6
COC(=O)c1c(-c2cc(OC)c(OC)c(OC)c2)c2ccnc(OCc3ncccn3)c2c(=O)n1Cc1ccnc(C)c1	3.2
COc1ccccc1N1CCN(CCN2C(=O)CC3(CCCC3)CC2=O)CC1	-0.8
CCCCc1ccc(S(=O)(=O)Nc2cc(OC)cc3cccnc23)cc1	-4.8
C[C@@H](NCCc1ccc(O)cc1)[C@@H](O)c1ccc(O)cc1	1.0
COc1cc(NCCCCN)c2ncccc2c1	26.5
Cc1nc2n(c(=O)c1CCN1CCC(c3noc4cc(F)ccc34)CC1)CCCC2	3.2
CCCn1c(=O)c2[nH]c(-c3ccc(OCC(=O)NCCN)cc3)nc2n(CCC)c1=O	-4.6
COc1ccccc1N1CCN(CCN(C(=O)C2CCCCC2)c2ccccn2)CC1	2.1
CN1CCC[C@H]1c1cccnc1	3.8
CC(C)C[C@H](N)CSSC[C@@H](N)CC(C)C	1.0
CCN1CCc2nc(N)oc2CC1	2.1
N=c1ccn2c(n1)OC1[C@@H](O)[C@@H](CO)O[C@H]12 (stereo partly specified)	-3.6
Nc1nc2[nH]c(=O)cnc2c(=O)[nH]1	2.7
COc1cc(N)c2nccc(Cl)c2c1	12.9
CCCCCCCCCCCCCCCC(=O)NCC(COP(=O)([O-])OCC[N+](C)(C)C)OCC (stereo unspecified)	1.2
O=C(O)CCC(=O)N1CCCC1C(=O)O (stereo unspecified)	2.1

Additional entries
SMILES	Hsp90 inh
O=C(O)Cc1c[nH]c2ccc(O)cc12	6.2
N[C@H](CCC(=O)NCS(=O)(=O)O)C(=O)O	1.2
O=C(O)/C(=C/c1c(C(=O)O)[nH]c2cc(Cl)cc(Cl)c12)c1ccccc1	-1.8
OC1(c2ccc(Cl)cc2)CCN(Cc2c[nH]c3ccccc23)CC1	-0.1
CN1CCc2cc(O)c(O)cc2C(c2ccccc2)C1 (stereo unspecified)	59.3*
NS(=O)(=O)c1cc2c(cc1Cl)NC(C1CC3C=CC1C3)NS2(=O)=O (stereo unspecified)	1.8
NC(N)=NC(N)=Nc1cccc(Cl)c1	-2.1
NC(=S)c1ccc[n+]([C@@H]2O[C@@H](COP(=O)([O-])OP(=O)(O)OC[C@H]3O[C@@H](n4cnc5c(N)ncnc54)C(OP(=O)(O)O)[C@H]3O)C(O)C2O)c1 (stereo partly specified)	0.4
Cc1cc(N)c2ccccc2[n+]1CCCCCCCCCC[n+]1c(C)cc(N)c2ccccc21	-5.4
C=C/C(C)=C/[C@@]1(C)SC(=O)C(C)=C1O	-1.8
C=CC(N)CCC(=O)O (stereo unspecified)	1.0
Cn1c(=O)c2[nH]c(-c3ccc(S(=O)(=O)O)cc3)nc2n(C)c1=O	-3.0
O=c1ccn([C@@H]2O[C@H](COP(=O)(O)OP(=O)(O)O)[C@@H](O)[C@H]2O)c(=O)[nH]1	0.4
